# Assay outcomes: PubChem, several laboratories
# GRK2 inh – compounds blocking aptamer binding on GRK2 – biochemical, human GRK2, bead flow cytometry, HTS, primary screen. FAM-aptamer displacement from GRK2. inhibition of aptamer binding, % at 10 µM. actives 0.59% (n = 330,000). AID 488847, 2010. Beta-adrenergic receptor kinase 1 (Homo sapiens), P25098;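 active = inhibition of aptamer binding above 40%, roughly 3 SD of noise, on plates passing a quality check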;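 also: median bead fluorescence of bound FAM aptamer so fluorescent compounds give negative values; no value below 0 was filed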
# PME-1 primary – PME-1 inhibitors via competitive probe labeling, primary screen, biochemical, fluorescence polarization, FP-Rh probe, HTS; Protein phosphatase methylesterase 1 (Homo sapiens), Q9Y570; actives 0.53% (n = 320,000); inhibition, % at 5.9 µM; recombinant PME-1;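 active = inhibition above the campaign mean of all compounds plus 3 SD, cut at about 26% in these data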;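 also: competitive labeling of PME-1 active site by serine hydrolase directed probe; 0% = PME-1 with DMSO and 100% = wells lacking PME-1 enzyme; inhibitors block probe labeling so polarization falls and inhibition rises; many of its hits are not listed in these tables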
# VLA-4 inh – inhibition in human VLA-4 binding assay, primary screen, VLA-4 allosteric modulator project, MLPCN library, flow cytometry, VLA-4 expressing cells; Integrin alpha-4 (Homo sapiens), P13612; ligand binding flow cytometry; inhibition, % (about 7 µM as worked out from the volumes in the protocol); actives 0.2% (n = 330,000); in the data active = inhibition above about 50%
# Efflux pump mplx – inhibitors of Candida efflux pumps in yeast, primary screen, S. cerevisiae, Nile Red, multiplex. S. cerevisiae Candida pump triplex. inhibition, % at 10 µM. actives 0.44% (n = 330,000). AID 485275, 2010;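 active = plate passing quality check with inhibition over a set limit, or well fluorescence over plate mean plus 4 SD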;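 also: Nile Red retained in pooled yeast measured as flow cytometry median fluorescence; 0% = buffer negative control and 100% = Enniatin B positive control; higher means more Nile Red kept so more efflux inhibition; some compounds called inactive have numbers as strong as hits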
# MEX-5 binding – MEX-5 zinc finger RNA-binding disruptors – biochemical, C. elegans, fluorescence polarization, MLPCN library, primary screen; MEX-5/FITC-TCR2 RNA binding; active compounds read low; AID 1832, 2009; activity score (negative = inhibition of binding), % at 10 µM; actives 0.38% (n = 300,000); Zinc finger protein mex-5 (Caenorhabditis elegans), Q9XUB2;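 active = inhibition past about -25% in most replicates, and total fluorescence under double the plate's negative control median, limit read from the data; inconclusive = replicates evenly split on the limit, or fluorescence at least double controls; inactive = too little inhibition in most replicates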;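 also: 0% = DMSO and -100% = 5 µM competing unlabeled TCR2 RNA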
# Target sequence (Q9XUB2 whole entry, looked up): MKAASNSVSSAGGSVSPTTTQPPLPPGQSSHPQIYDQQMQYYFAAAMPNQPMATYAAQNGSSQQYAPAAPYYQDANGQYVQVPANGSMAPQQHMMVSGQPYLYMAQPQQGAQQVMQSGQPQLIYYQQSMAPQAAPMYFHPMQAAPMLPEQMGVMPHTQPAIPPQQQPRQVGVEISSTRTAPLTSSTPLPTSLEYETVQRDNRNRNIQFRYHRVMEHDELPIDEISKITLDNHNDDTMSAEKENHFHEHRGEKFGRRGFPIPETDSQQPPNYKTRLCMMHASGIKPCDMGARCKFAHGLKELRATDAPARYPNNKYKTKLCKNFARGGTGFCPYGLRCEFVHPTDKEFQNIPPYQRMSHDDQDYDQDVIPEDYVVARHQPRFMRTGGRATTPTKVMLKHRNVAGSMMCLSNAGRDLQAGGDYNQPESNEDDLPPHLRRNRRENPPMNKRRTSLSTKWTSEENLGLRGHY
# BCLXL inh – inhibitors of human Bcl-xL, primary screen, biochemical, fluorescence polarization, HTS; actives 0.7% (n = 320,000); AID 2129, 2009; inhibition, % at 10.9 µM; GST-Bcl-xL / FITC-Bim BH3 peptide fluorescence polarization;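 active = inhibition above the mean of all tested compounds plus 3 SD, cutoff set per campaign, cut at about 30% in these data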;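 also: 0% = DMSO wells and 100% = unlabeled Bim-BH3 peptide competitor; inhibitors lower millipolarization by displacing the labeled peptide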
# Target sequence (Q07817 whole entry, looked up): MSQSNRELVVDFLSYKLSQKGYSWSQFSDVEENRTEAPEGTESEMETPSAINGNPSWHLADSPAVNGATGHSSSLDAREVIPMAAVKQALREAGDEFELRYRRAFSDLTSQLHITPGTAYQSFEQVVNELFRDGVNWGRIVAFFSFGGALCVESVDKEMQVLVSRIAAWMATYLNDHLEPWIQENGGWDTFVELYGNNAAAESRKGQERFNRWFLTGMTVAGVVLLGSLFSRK
# MCL1-BIM inh – inhibitors of MCL1 binding to BIM-BH3, primary screen, biochemical, fluorescence polarization; actives 0.68% (n = 320,000); GST-MCL1 / FITC-Bim-BH3 fluorescence polarization; Induced myeloid leukemia cell differentiation protein Mcl-1 (Homo sapiens), Q07820; inhibition, % at 10.9 µM;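 active = inhibition above the mean inhibition of all tested compounds plus 3 SD, set per campaign, cut at about 40% in these data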;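 also: 0% = DMSO wells and 100% = unlabeled Bim-BH3 peptide control; higher means more loss of mP so more displacement of Bim peptide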
# Target sequence (Q07820 whole entry, looked up): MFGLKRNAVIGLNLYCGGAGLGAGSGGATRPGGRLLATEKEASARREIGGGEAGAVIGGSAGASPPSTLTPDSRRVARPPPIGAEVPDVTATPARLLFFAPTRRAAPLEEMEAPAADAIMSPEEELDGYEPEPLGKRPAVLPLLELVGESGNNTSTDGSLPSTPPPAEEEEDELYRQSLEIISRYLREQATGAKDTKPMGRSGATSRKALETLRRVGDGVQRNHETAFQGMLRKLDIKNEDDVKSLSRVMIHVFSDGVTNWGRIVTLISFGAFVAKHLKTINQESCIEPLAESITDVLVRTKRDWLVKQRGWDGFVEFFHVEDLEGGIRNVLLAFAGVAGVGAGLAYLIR
# GLD-1 RNA inh – GLD-1/TGE RNA complex disruptors, primary screen, biochemical, fluorescence polarization; Female germline-specific tumor suppressor gld-1 (Caenorhabditis elegans), Q17339; purified GLD-1 + fluorescein TGE RNA; inhibition, % at 5.96 µM; actives 0.44% (n = 320,000);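 active = percent inhibition above a per-plate cutoff, the plate mean of test compounds plus 3 SD, cut at about 30% in these data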;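 also: 0% = DMSO wells with GLD-1 and probe and 100% = wells lacking GLD-1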
# Fam108B inh – mouse Fam108B serine hydrolase inhibitors, primary screen, counter-screen for RBBP9 inhibitor project, biochemical, fluorescence polarization. recombinant Fam108B, FP-Rh probe fluorescence polarization. inhibition, % at 9.51 µM. actives 0.33% (n = 300,000). AID 1947, 2009;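 active = inhibition above the screen mean inhibition plus 3 SD, computed separately per campaign, cut at about 18% in these data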;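 also: inhibitors lower polarization as less probe binds the enzyme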
# Active calls of the source: *; ? = inconclusive; · = no result given. The list is partial. The share of hits here may be higher or lower than overall.
smiles,MEX-5 binding,VLA-4 inh,Fam108B inh,BCLXL inh,GRK2 inh,PME-1 primary,GLD-1 RNA inh,Efflux pump mplx,MCL1-BIM inh
Cc1ccc(NC(=O)CSc2nnc(CCNC(=O)OC(C)(C)C)o2)c(C)c1,0.0,8,1,4,2,0,3,-0.1,7
CCOc1ccc(N(CC(=O)N/N=C/c2ccc(OC(C)C)cc2)S(C)(=O)=O)cc1,3.5,6,0,-8,0,0,2,0.7,-25
O=C1CC(c2ccc(O)cc2)Oc2cc(O)cc(O)c21 (stereo not given),2.7,-5,3,8,1,-7,6,0.0,6
Cc1ccc(N2C(=O)C3C(C(=O)c4ccccc4)=NN(c4ccccc4)C3C2=O)cc1 (stereo not given),?,16,1,1,1,-6,-11,-1.0,-4
CCOC(=O)Nc1c(C(=O)OC)[nH]c2cccc(OC)c12,0.0,32,3,2,3,3,-1,0.1,1
CN(C(=O)c1ccco1)c1nc2c(s1)CCCC2,-1.1,13,-1,2,0,1,-3,0.1,-1
COc1ccc(NC(C)=O)cc1NC(C)c1nc2sc(C)c(C)c2c(=O)[nH]1 (stereo not given),1.0,-4,3,2,2,4,-2,-0.2,-3
CCC(C(=O)N/N=C(\C)c1cccnc1)c1ccccc1 (stereo not given),3.4,-4,1,4,2,2,-4,-0.1,5
CCOC(=O)C1(C/C(C)=N/NC(N)=O)CC(C)(C)OC1=O (stereo not given),0.5,21,-1,2,0,1,0,0.0,2
CCCCNC(=O)c1sc2nc(C)cc(COC)c2c1-n1cccc1,-0.7,11,-1,3,4,-6,-1,0.0,-3
Cc1ccc(NC(=O)COC(=O)CCc2c[nH]c3ccccc23)c(C)c1,·,10,·,-2,18,2,0,0.0,-4
COC(=O)c1ccc(/C=N/NC(=O)CC(=O)NCc2cccnc2)cc1,4.3,2,3,9,1,-2,-1,-0.2,5
Cc1c(C(=O)N2CCN(CCc3ccccc3)CC2)oc2ccccc12,0.2,4,-1,0,0,10,0,0.0,-7
COc1ccc(N(CC(=O)Nc2ccc(C(N)=O)cc2)S(=O)(=O)c2ccc(C)c([N+](=O)[O-])c2)cc1,-2.0,-7,-3,8,0,2,3,0.1,5
Cc1ccc(C)n1-n1cnc2sc3c(c2c1=O)CCC3,1.7,-2,0,1,2,-2,-2,0.0,1

# Exported with values under each structure: 2 of the compounds above.
# Each structure is followed by: MEX-5 binding | VLA-4 inh | Fam108B inh | BCLXL inh | GRK2 inh | PME-1 primary | GLD-1 RNA inh | Efflux pump mplx | MCL1-BIM inh
> Cc1c(C(=O)N2CCN(CCc3ccccc3)CC2)oc2ccccc12
    0.2 | 4 | -1 | 0 | 0 | 10 | 0 | 0.0 | -7
> COc1ccc(NC(C)=O)cc1NC(C)c1nc2sc(C)c(C)c2c(=O)[nH]1 (stereo not given)
    1.0 | -4 | 3 | 2 | 2 | 4 | -2 | -0.2 | -3

# Continuation:
smiles,MEX-5 binding,VLA-4 inh,Fam108B inh,BCLXL inh,GRK2 inh,PME-1 primary,GLD-1 RNA inh,Efflux pump mplx,MCL1-BIM inh
CC(=O)Nc1cccc(NC(=O)COC(=O)CO/N=C(\C)c2ccc3c(c2)OCO3)c1,-0.5,-13,4,-5,0,2,0,-0.1,0
COC(=O)c1cc(C(=O)OC)n(Cc2ccc(F)cc2)n1,-1.5,11,-1,6,0,7,-4,0.1,4
Cc1nn2c(N)csc2nc1=O,-25,0,2,57*,6,-3,34*,0.0,58*
OC(CN1CCCCC1)Cn1c2ccc(Cl)cc2c2cc(Cl)ccc21 (stereo not given),2.8,27,-8,-2,0,-12,-5,0.5,2
CCCOc1cccc(C2/C(=C(/O)c3ccc(F)cc3)C(=O)C(=O)N2CCN(C)C)c1 (stereo not given),1.6,4,1,7,3,-7,12,-0.1,2
CCS(=O)(=O)CCSc1nc2ccccc2s1,0.3,-1,0,0,3,-1,-2,0.0,2
FC(F)(F)c1ccc(Cl)c(-n2c(-c3ccco3)n[nH]c2=S)c1,-0.6,-3,·,·,1,·,·,-0.2,·
c1cc(-c2nnc3n2CCCCC3)ccn1,1.7,10,-9,-5,0,9,-6,0.0,84*
CC(C)CNC(=O)CSc1nnc(-c2ccccn2)n1Cc1ccccc1,-0.4,-4,-3,4,2,3,5,0.0,-5
Cc1ccc(OCC(=O)NNC(=O)Cc2ccc(S(=O)(=O)N3CCOCC3)s2)cc1,-1.2,4,-4,0,7,-12,2,0.1,2
CCOC(=O)CC1C(=O)NCCN1C(=S)NC(=O)c1ccccc1OC (stereo not given),0.3,25,6,-1,0,-3,0,0.2,-2
Nc1ccc(SCCN2C(=O)c3ccccc3C2=O)cc1,1.4,-12,6,6,1,-1,0,-0.1,12
O=C(c1cc(-c2ccc(F)cc2)nc2ccccc12)N1CCC1,·,0,·,·,0,·,-1,-0.1,·
CCOC(=O)[C@@H]1[C@H]2COc3ccccc3[C@@H]2N2C(=O)N(c3cccc(F)c3)C(=O)[C@]12C,-4.2,3,1,3,0,6,-3,-0.1,1
CCC(=O)Oc1cccc(C(=O)Nc2ccc(-c3nnc(-c4ccco4)o3)cc2)c1,-2.5,-2,-15,-1,1,-24,-5,0.2,-7

# Next results:
smiles,MEX-5 binding,VLA-4 inh,Fam108B inh,BCLXL inh,GRK2 inh,PME-1 primary,GLD-1 RNA inh,Efflux pump mplx,MCL1-BIM inh
COC(=O)[C@@H]1C[C@@H]2CC[C@@H](O)C[C@@H]2N1Cc1ccccc1OS(=O)(=O)c1ccc(C)cc1,3.3,·,-5,-1,·,-6,-18,·,-4
Cc1ccc2cc(/C=N/NC(=O)c3ccccc3O)c(Cl)nc2c1,-1.6,13,4,3,4,1,8,0.3,8
CN(C)C(=O)c1cc(C(=O)c2ccccc2Cl)c[nH]1,1.9,-2,-2,8,0,-1,-1,0.1,2
CC(C)c1ccc(NC(=O)COC(=O)c2ccc(CN3CCCC3=O)cc2)cc1,·,-10,·,-9,1,-6,1,-0.3,-12
CCN(CC)c1ccc(NC(=O)CSc2n[nH]c(-c3ccco3)n2)cc1,1.4,3,-3,0,0,-3,2,0.1,-1
CCCC(=O)Nc1nc(-c2ccccc2)ns1,-1.0,4,6,0,0,2,3,0.5,-5
COc1ccc(NC(=O)C2CCCN(S(=O)(=O)c3c(C)[nH]c(=O)[nH]c3=O)C2)cc1Cl (stereo not given),2.1,-4,-4,3,1,-2,-4,0.0,-4
COc1cc(CN2CCNC(=O)C2CC(=O)NCc2csc(C(C)C)n2)cc(OC)c1 (stereo not given),-1.1,12,-1,6,2,3,19,0.0,12
O=C(NCc1ccccc1)c1onc(CSc2ccncc2)c1C(=O)NCc1ccccc1,-6.6,8,2,1,1,1,4,-0.1,0
O=C(CC1C(=O)NCCN1Cc1ccc(-c2ccccc2)cc1)NCc1ccccc1 (stereo not given),-1.6,-21,0,5,0,-3,14,0.0,5
CC(C)(C)c1nnc(N/N=C/c2ccc(Br)cc2)n(N)c1=O,0.7,32,0,-2,0,0,5,-0.1,2
CSc1ccccc1Nc1ncnc(N)n1,-2.7,3,0,3,1,1,2,0.0,5
COc1cccc(NC(=O)Nc2cccn(Cc3ccccc3)c2=O)c1,1.2,1,4,8,0,-2,4,-0.3,1
COc1ccccc1NC(=O)c1cnc(SCC(=O)NCC2CCCO2)n(C)c1=O (stereo not given),5.6,0,-6,-3,0,-12,3,0.0,-5
Cc1ccc(-n2nc3c(=O)n(CC(=O)NCc4ccccc4Cl)nc(C)c3c2C)cc1,-0.4,18,-3,3,1,-6,7,0.0,1

# Additional entries follow:
smiles,MEX-5 binding,VLA-4 inh,Fam108B inh,BCLXL inh,GRK2 inh,PME-1 primary,GLD-1 RNA inh,Efflux pump mplx,MCL1-BIM inh
C=C(C)c1cccc(C(C)(C)NC(=O)N2CCCC(C)C2)c1 (stereo not given),-1.0,0,-2,6,3,-1,4,0.1,1
C[C@H](CO)N1C[C@H](C)[C@@H](CN(C)S(C)(=O)=O)Oc2ccc(NC(=O)Cn3cnnn3)cc2C1=O,·,17,·,·,0,·,9,-0.3,·
CC1=NN(c2ccc(Cl)cc2)C(=O)/C1=C\c1cccn1-c1ccc(S(N)(=O)=O)cc1,·,16,8,6,0,14,9,-0.1,8
COc1ccc(C(=O)Nc2nc(C)cc(C)n2)cc1,1.3,12,1,2,0,6,-3,0.1,-1
Cc1cccc(OCc2nnc(SCC(=O)Nc3cccc(C(=O)N4CCOCC4)c3)n2C)c1C,0.5,-2,-5,1,0,-11,3,-0.2,-9
C#CCOCCOCCOCCNc1nc(N2CCN(C(=O)[C@H](CCCCN)n3cc(CN)nn3)CC2)nc(N2CCN(C(=O)[C@H](CC(N)=O)n3cc(C(N)[C@H](C)CC)nn3)CC2)n1 (stereo not given in full),·,9,·,·,0,·,-2,-0.3,·
Cc1nn(C)cc1CN(C)C(=O)c1cc(-c2ccccc2)nc2ccc(Br)cc12,-3.0,43,-8,2,0,-4,-1,-0.1,-1
O=[N+]([O-])c1ccccc1CN1CCN(Cc2c[nH]c3ccccc23)CC1,-0.9,19,-2,9,0,-1,0,0.7,8
O=C(NNC(=S)Nc1ccc(F)cc1)C1[C@H]2CCCC[C@@H]12 (stereo not given in full),2.8,1,2,3,2,4,-8,0.0,1
CCN(Cc1ccccc1)C(=O)COc1ccccc1,1.2,9,-1,-5,0,-5,-9,0.0,-4
O=C(CSc1ccc2nnc(-c3ccccn3)n2n1)NCc1ccco1,-1.1,-10,6,3,12,-2,11,0.0,17
Cc1ccc(S(=O)(=O)N2CCOCC2)cc1C(=O)OCc1nnc(-c2ccccc2)o1,-5.5,-1,0,2,0,4,6,0.0,2
O=C(/C=C/C=C/c1ccccc1)CC1(O)C(=O)N(CCc2ccccc2)c2ccccc21 (stereo not given),-0.5,34,-5,8,0,-15,3,0.0,7

# Random excerpt: five compounds from above
smiles,MEX-5 binding,VLA-4 inh,Fam108B inh,BCLXL inh,GRK2 inh,PME-1 primary,GLD-1 RNA inh,Efflux pump mplx,MCL1-BIM inh
O=C(NNC(=S)Nc1ccc(F)cc1)C1[C@H]2CCCC[C@@H]12 (stereo not given in full),2.8,1,2,3,2,4,-8,0.0,1
COc1ccc(C(=O)Nc2nc(C)cc(C)n2)cc1,1.3,12,1,2,0,6,-3,0.1,-1
C[C@H](CO)N1C[C@H](C)[C@@H](CN(C)S(C)(=O)=O)Oc2ccc(NC(=O)Cn3cnnn3)cc2C1=O,·,17,·,·,0,·,9,-0.3,·
C=C(C)c1cccc(C(C)(C)NC(=O)N2CCCC(C)C2)c1 (stereo not given),-1.0,0,-2,6,3,-1,4,0.1,1
O=C(/C=C/C=C/c1ccccc1)CC1(O)C(=O)N(CCc2ccccc2)c2ccccc21 (stereo not given),-0.5,34,-5,8,0,-15,3,0.0,7
